# Tb MetRS inh – T. brucei MetRS inhibitors, primary screen, biochemical, luminescence | methionyl-tRNA synthetase (Trypanosoma brucei brucei) | purified T. brucei MetRS, ATP depletion, Kinase-Glo luminescence | inhibition, % at 11.9 µM | 360,000 tested, 0.4% active | AID 624268, 2012;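 active means inhibition above a per-plate cutoff of the control wells' mean inhibition plus 3 SD, cut at about 5.5% in these data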;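 further: 0% = DMSO wells median and 100% = median of wells with control inhibitor compound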
#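 Material – parasite MetRS enzyme · Medium – HEPES-MgCl2-KCl buffer plus DTT, spermine, BSA, pyrophosphatase · Reagent – ATP, methionine and E. coli bulk tRNA substrates · Times – 15 min enzyme-compound preincubation, 2 h reaction, 10 min detection, 25 °C · Measured by – luminescence of leftover ATP · Evaluation – percent inhibition relative to median high and low control wells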
# MsrA inh – bovine MsrA enzyme inhibitors, primary screen, biochemical, absorbance, HTS | Methionine sulfoxide reductase A (Bos taurus) | purified bovine MsrA, absorbance read-out | inhibition, % at 15.5 µM | 360,000 tested, 0.75% active | AID 651718, 2012; in the data active means inhibition above about 4.5%;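 further: 0% = vehicle wells with enzyme and 100% = reference inhibitor wells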
# MLLE-PAM2 inh – inhibitors of PABP1 MLLE–PAM2 peptide binding, primary screen, biochemical, fluorescence polarization, FITC-PAM2, GST-MLLE; inhibition, % at 20 µM; AID 588489, 2011; Polyadenylate-binding protein 1 (Homo sapiens), P11940; 360,000 tested, 0.36% active; in the data active means inhibition above about 35%, passing the limit was not always enough;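 further: plate controls were DMSO wells with GST-MLLE for no effect and wells lacking GST-MLLE protein for full effect; some results filed as inactive read as strong as hits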
# Target sequence (P11940 whole entry, looked up): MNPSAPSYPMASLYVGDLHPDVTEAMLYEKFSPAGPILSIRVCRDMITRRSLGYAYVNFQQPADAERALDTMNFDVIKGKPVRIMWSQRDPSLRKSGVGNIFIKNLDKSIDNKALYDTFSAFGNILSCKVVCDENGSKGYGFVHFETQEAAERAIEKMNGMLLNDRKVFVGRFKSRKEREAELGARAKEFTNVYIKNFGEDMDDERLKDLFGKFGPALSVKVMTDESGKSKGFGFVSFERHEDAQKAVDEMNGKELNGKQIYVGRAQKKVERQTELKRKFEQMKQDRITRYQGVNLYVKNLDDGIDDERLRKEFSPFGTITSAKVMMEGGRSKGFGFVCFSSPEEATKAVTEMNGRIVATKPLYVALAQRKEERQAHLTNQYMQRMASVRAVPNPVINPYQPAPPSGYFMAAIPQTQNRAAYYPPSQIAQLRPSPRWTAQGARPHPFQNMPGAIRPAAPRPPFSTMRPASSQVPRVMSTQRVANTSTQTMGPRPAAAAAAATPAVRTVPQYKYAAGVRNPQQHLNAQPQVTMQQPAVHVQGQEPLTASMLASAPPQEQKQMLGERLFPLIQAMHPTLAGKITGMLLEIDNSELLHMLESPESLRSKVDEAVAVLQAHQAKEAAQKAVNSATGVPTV
# MT1-MMP act inh – blockers of MT1-MMP proenzyme processing, primary screen, HT1080 RFP-PRO-GFP cells, GFP/RFP fluorescence; Matrix metalloproteinase-14 (Homo sapiens), P50281; GFP/RFP ratio fluorescence, overnight; percent of plate control window, DMSO zero; GFP/RFP ratio change, % at 20 µM; 360,000 tested, 0.061% active;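 active means GFP/RFP ratio change of at least 30% with cell ATP level not reduced by more than half and red fluorescence within 50% of control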; further: strong numbers were not always called active
#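 Assay system: HT1080 RFP-PRO-GFP cells. Benchmarks: DMSO vehicle wells and RFP-L50D-GFP reporter cell wells. Times: overnight cell settling, then overnight compound exposure, 37 °C, 5% CO2. Compound: 20 µM single dose, 1% DMSO. Read-out basis: GFP/RFP fluorescence ratio.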
# CendR NRP1 mod – modulators of CendR peptide binding to NRP-1, primary screen, biochemical, fluorescence polarization, uHTS | Neuropilin-1 (Homo sapiens), O14786 | FAM-RPARPAR peptide binding to NRP-1 | inhibition, % at 25 µM | 360,000 tested, 0.85% active | AID 602438, 2012;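 active means inhibition or corrected inhibition above about 18%, plus a signal ratio from 0.5 to 1.5, limit read from the data, passing the limit was not always enough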; further: strong numbers were not always called active
# E coli Lon inh – inhibitors of E. coli Lon protease, primary screen, biochemical, fluorescence polarization; purified E. coli Lon protease; inhibition, % at 7.94 µM; 360,000 tested, 0.42% active; in the data active means inhibition above about 13%, passing the limit was not always enough;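 further: 0% = enzyme with probe and DMSO and 100% = no enzyme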
# MsrA act – bovine MsrA enzyme activators, primary screen, biochemical, absorbance, HTS | purified bovine MsrA, absorbance read-out | 360,000 tested, 0.3% active | activation, % at 10.6 µM; in the data active means activation above about 7.5%;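 further: 0% = vehicle and 100% = reference activator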
# FAS TE block – FAS thioesterase domain inhibitors, primary screen, biochemical, fluorescence intensity, uHTS | Fatty acid synthase (Homo sapiens), P49327 | recombinant FAS-TE, OMFH fluorogenic substrate, fluorescence endpoint | inhibition, % at 15 µM | 360,000 tested, 0.67% active;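 active means compounds whose normalised, plate-corrected inhibition of enzyme fluorescence in the single-dose primary screen is 50% or more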;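 further: 0% = DMSO with enzyme and 100% = substrate without enzyme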
# SKN-1 inh – suppressors of acrylamide-induced Pgst-4::GFP reporter in worms, primary screen, SKN-1 inhibitor project, whole organism, uHTS, GFP/RFP fluorescence ratio, strain VP596. C. elegans VP596 Pgst-4::GFP/RFP ratio, 24 h. AID 624304, 2012. inhibition, % at 21.8 µM. 360,000 tested, 0.49% active;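 active means interference check ratio from 0.5 to 1.5 plus GFP to RFP signal ratio inhibition reaching or exceeding a fixed threshold, cut at about 30% in these data, passing the limit was not always enough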; further: some compounds called inactive have numbers as strong as hits
# Starred values were filed as active, the others as inactive; x = no result given.
# Values run as follows: SKN-1 inh, MLLE-PAM2 inh, Tb MetRS inh, CendR NRP1 mod, MsrA inh, MT1-MMP act inh, FAS TE block, MsrA act, E coli Lon inh
CSc1ccccc1NC(=O)CN(C)C(=O)c1c(C)nn(Cc2ccccc2)c1C
    7, 0, -0.4, 1, -0.4, 0, -5, -5, 1
CCCCCCC#Cc1cncc(C(=O)NNC(=O)Nc2cc(Cl)cc(Cl)c2)c1
    16, 12, -0.2, 2, -1.6, 3, 4, -1, 5
COc1ccc(OC)c(/C=N/NC(=O)c2cccc3ccccc23)c1
    6, 11, 0.1, 5, -0.1, 1, 1, -3, -11
NC(=O)COC(=O)c1cccc2c1-c1ccccc1C2=O
    -5, 13, -1.2, 4, -0.3, 4, 4, -7, 1
Cc1ccc(C)c(C(=O)COC(=O)c2n[nH]c3ccccc23)c1
    12, 11, -0.1, 12, -0.1, 0, -10, -2, 3
O=C(c1ccc(-n2cnnn2)cc1)N1CCN(C(c2ccccc2)c2ccccc2)CC1
    -20, 8, -0.4, -4, 0.5, -6, 22, -1, -3
COc1ccc(NC(=S)N/N=C2\CC(C)(C)Oc3ccc(O)cc32)cc1
    8, 19, -0.8, 11, 1.6, 4, 15, 0, -2
Cc1ccc(NC2=C(Cl)C(=O)OC2OC(=O)c2ccco2)cc1C (stereo unspecified)
    6, 17, 0.1, 5, 0.0, 0, 40, 1, -4
COc1cccc(NC(=O)CN(C)C(=O)CC2Sc3ccccc3NC2=O)c1 (stereo unspecified)
    -8, 2, 0.0, 11, 0.9, -1, -8, -7, -3
O=C(COC(=O)/C=C/c1ccccc1[N+](=O)[O-])Nc1ccc(OC(F)F)cc1
    -2, -13, -0.3, -3, 1.2, 1, 8, -5, -7
CCn1c(C(O)c2cc(OC)ccc2OC)nc2ccccc21 (stereo unspecified)
    -1, 1, -0.5, -3, 2.1, -2, 2, -4, 0
O=C(CSc1nccn1Cc1ccc(F)cc1)NC1CCCC1
    13, -46, -0.4, 7, -0.2, 2, -2, -1, -1
O=C(CCCc1c[nH]c2ccccc12)Nc1ncccc1O
    0, -1, -0.3, -10, 0.1, 5, -1, -3, -5
O=C(COC(=O)C1CC2C=CC1C2)Nc1ccc2c(c1)OC(F)(F)O2 (stereo unspecified)
    -4, 0, -1.2, -2, 0.3, 2, 15, -10, -1
CN(C(=O)C=Cc1ccco1)c1ccccc1
    10, -7, 0.0, 12, 1.7, -4, -4, -4, -1
COCCCn1c(SCc2cccc(OC)c2)nc2cc(OC)c(OC)cc2c1=N
    10, 5, -0.3, 5, -0.8, 9, 12, -2, 3
COc1cc2c3c(c1)c(N=NC(N)=S)c(O)n3C(C)(C)C=C2C
    13, -35, -1.1, 14, -0.3, 1, -1, -2, -4
O=C1COc2ccc(S(=O)(=O)NCc3ccc(Cl)cc3)cc2N1
    12, 3, 0.6, -1, 0.2, 1, -1, -1, -4
CCCC(=O)Nc1ccc2nc(C)n(Cc3ccccc3Cl)c(=O)c2c1
    15, -1, -1.6, -73, 0.1, 5, 5, -7, 5
CN(CC(=O)NC(=O)Nc1ccccc1F)Cc1ccccc1F
    2, 10, -0.1, 8, 0.5, -3, 13, 0, 5
Cc1cccc(NC(=O)CN2CCN(C(=O)CNC(=O)c3ccc(-c4ccccc4)cc3)CC2)c1C
    3, 6, -0.2, -6, -0.1, 3, 0, 1, 1
Cc1ccc(-c2nc3ccccc3nc2-c2ccccc2)cc1
    -5, -6, -0.3, -3, 3.9, -1, 27, -3, -9
COCCn1nnnc1C(c1cccc(OC)c1OC)N1CCN(C2CCCCC2)CC1 (stereo unspecified)
    -55, -5, -1.5, -10, 2.9, -4, -6, -10, 1
Cc1cccc(C)c1NC(=S)N(CCN1CCCCCC1)Cc1ccco1
    11, -103, 0.4, 4, 0.4, 2, 1, -3, -3
CN(Cc1ccccc1)C(=O)c1cc2ccccc2o1
    10, -8, -1.1, 13, -0.6, -4, 3, -2, -2
Cn1nc(SCc2ccccc2)c(=O)n(C(c2ccccc2)c2ccccc2)c1=O
    -14, -6, -0.3, -2, 1.4, 5, 22, 0, -3
O=C(O)Cc1sc(-c2cccnc2)nc1-c1ccc(Br)cc1
    11, 9, 0.1, -15, -0.1, 1, 4, -3, 9
[O-]/C(=C(\C(=S)Nc1ccc(Cl)cc1)[n+]1ccccc1)c1ccc(OC(F)F)cc1
    -2, 22, 0.3, -10, 0.5, -5, -2, -1, 1
O=C(N=NC(=O)c1ccco1)c1ccc2c(O)n(N3C(=O)c4ccccc4C3=O)c(O)c2c1
    1, -3, -0.2, -21, -0.1, -1, -7, -2, -7
CCOc1ccc(-c2nnc(Nc3ccc(OC)c(C(=O)N4CCCCC4)c3)c3ccccc23)cc1
    4, 0, -0.4, 8, 0.6, -2, 22, -3, -3
O=C1CC(N2CCN(Cc3ccc4c(c3)OCO4)CC2)C(=O)N1c1cccc(Cl)c1 (stereo unspecified)
    1, -1, 0.5, 37*, -0.8, 3, 0, -1, -8
C#Cc1ccc([C@H]2C=C(C(=O)NCc3ccccc3)O[C@@H](OCc3ccc(CO)cc3)C2)cc1
    0, 24, -0.3, -5, 0.3, -2, 10, -2, -16
CCN(CC)C(=O)Cn1cnc2sc(C)c(S(=O)(=O)N3CCC(C)CC3)c2c1=O
    -1, -11, -0.6, 15, -1.4, 2, -4, -2, -1
Cc1c(C#N)c2ncn(Cc3ccccc3)c(=O)c2n1-c1ccccc1
    4, 4, -0.7, -5, -0.1, 4, 1, -3, -9
CCN(c1ccccc1)S(=O)(=O)c1cccc(C(=O)OCC(=O)c2c(N)n(C)c(=O)n(C)c2=O)c1
    1, 7, -0.2, 18, -0.4, 3, 35, 0, -2
CC(=NC(C)C)C1=C(O)C(C)OC1=O (stereo unspecified)
    -1, -5, 0.4, 0, -0.8, 0, -14, -5, -9
O=C(NNC(=S)NC(=O)c1cccs1)c1cccnc1
    2, 7, 0.2, 4, 1.2, 1, -3, -1, 0
O=S(=O)(c1ccccc1)c1nc(-c2ccccc2Cl)oc1NCCCN1CCOCC1
    10, 8, -0.4, -11, 1.2, 0, 10, 1, 11
CCc1nc2ccc(C(=O)NCCCn3ccnc3)cn2c1N(CC)Cc1cccc(Br)c1
    13, -4, -0.1, 12, 1.2, -1, -14, -3, 6
Cc1cc(C)c(OCCN(C)Cc2ccccc2)c(Br)c1
    10, 5, -0.9, -18, 0.0, -5, 16, -1, 5
Cc1cc(C)c(S(=O)(=O)N2CCN(c3ccccn3)CC2)c(C)c1
    9, -7, -0.3, -4, 0.2, 3, 24, -2, 3
Cc1oc(-c2ccc(Cl)cc2)nc1CN1CCCC(C(=O)NCCCN2CCCC2=O)C1 (stereo unspecified)
    5, -8, 0.0, -8, -0.4, -1, -4, 3, 1
C/C(CC(=O)Nc1ccc2ccccc2c1)=N\NC(=O)c1cnccn1
    5, 11, 0.2, -7, 0.4, -3, 2, -2, -3
COc1cccc(NC(=O)N2CCCC2C(=O)NC2CCCCC2)c1 (stereo unspecified)
    -24, 2, -0.1, 8, 3.0, -2, -7, -2, -1
COc1ccc(CN2CCC(n3nccc3NC(=O)CCCc3ccccc3)CC2)cc1C
    -3, -2, -0.7, -4, 1.2, 1, 5, -5, 2
CCOCCN1CCN(C(=O)CN2CCCC2=O)CC1
    10, -2, -0.1, -19, -1.0, 18, -12, -3, 6
Cc1cccc(NC(=O)CN2C(=O)N/C(=C/c3ccc(C)s3)C2=O)c1
    1, -99, -0.8, -207, 0.8, -32, -27, -10, -259
CCSc1nnc(COc2ccccc2)n1CC
    -4, 11, 0.1, 9, -1.1, 1, -10, -8, 3
O=C(COC(=O)[C@@H]1CCCN1S(=O)(=O)c1ccc(Cl)cc1)NC12CC3CC(CC(C3)C1)C2
    4, 7, 0.1, -9, -0.1, 3, 23, 0, -17
COCC(C)NCc1cccc2ccccc12 (stereo unspecified)
    4, 2, -0.6, 2, -0.3, 3, -9, -10, -5
CCc1nnc(NC(=O)Cn2nc(-c3ccccc3OC)ccc2=O)s1
    5, 2, -0.6, -8, -0.7, 7, 0, -1, -4
CCCn1cc(CN2CCC(C(=O)Nc3cccc(-c4cscn4)c3)CC2)c(C)n1
    3, 3, -1.1, -2, 0.8, -2, -6, -10, -9
Cc1ccc2nc(/C(C#N)=C/c3ccccc3C(=O)O)[nH]c2c1
    9, -9, -0.7, -18, 1.4, -12, -6, -1, -74
COc1ccc(C(=O)Nc2nc3ccccc3[nH]2)cc1
    1, -2, 0.5, 5, 0.9, 7, -6, -3, -3
Cc1cccc(NC(=O)NNC(=O)c2ccccn2)c1
    5, 12, 0.1, 2, 1.4, 1, 0, -7, 1
Cc1ccc(C)c(S(=O)(=O)Nc2cc3c4c(c2)CC(=O)N4CCC3)c1
    -1, 10, -0.7, -5, -1.0, 8, -4, -9, 4
O=C(Nc1nc(-c2ccccc2)cs1)C1CCCCN1S(=O)(=O)c1ccc(Cl)cc1 (stereo unspecified)
    3, -9, -2.1, -2, x, -26, 36, -8, 9
O=c1[nH]cnc2ccsc12
    1, 14, 0.0, 5, 3.0, 2, -3, -2, 3
COc1cc2c(c(OC)c1OC)CCc1cnoc1-2
    2, -5, -0.8, 10, 0.7, 0, -7, -1, 7
Cc1nn(C)c(C)c1/C=C1/SC(=S)NC1=O
    -24, 25, -0.7, -1, 1.7, -6, 0, -11, 3

# The list continues.
# Values run as follows: SKN-1 inh, MLLE-PAM2 inh, Tb MetRS inh, CendR NRP1 mod, MsrA inh, MT1-MMP act inh, FAS TE block, MsrA act, E coli Lon inh
CCOc1c(C(=O)CC)cc2c(C)cc(=O)oc2c1C
    -1, 3, -0.5, 0, 1.2, 5, 0, -9, 5
COc1ccc2oc(C(=O)Nc3nnc(C)s3)c(C)c2c1
    9, 0, -0.1, -10, 1.1, 8, -8, -3, 4
Cc1ncc(C(=O)O)c(C(=O)O)c1N
    -6, -5, -0.5, 10, -1.1, -3, -6, -3, 1
O=C(C1CCN(c2nnc(N3CCCC3=O)s2)CC1)N1CCN(c2cccc(C(F)(F)F)c2)CC1
    -17, 9, -0.5, 4, 0.8, -3, -6, -5, 6
CCOc1ccc(Oc2cc(N)cc([N+](=O)[O-])c2)cc1
    4, -10, -0.5, -3, -0.1, 4, 24, -1, -1
O=C(Nc1ccnn1C1CCN(C2CCC2)CC1)c1ccccc1Cl
    -2, 1, -0.3, 9, 0.1, -8, -7, -1, 3
Cn1cccc1C(=O)N1CCN(S(=O)(=O)c2ccccc2)CC1
    5, 12, -0.6, 14, -0.8, -2, -6, -7, 1
CC1(c2ccco2)NC(=O)NC1=O (stereo unspecified)
    9, -7, 0.1, -6, 0.5, 1, -4, -2, 0
CCn1cnc2c(cnn2-c2ccccc2)c1=O
    2, -4, -0.1, 7, 1.5, 3, -10, -3, 4

# Screening data from PubChem.
